Mdm2 ligase inh = blocks human Mdm2 ubiquitin ligase activity; Q00987; cell-based MDM2 ubiquitination luciferase reporter, 2 h; 0 = plate control, 100 = twice control, blank-subtracted; signal enhancement, % at 5 µM; actives 0.11% (n = 210,000);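 active = signal enhancement of 30% or more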;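 also: luminescence tracks abundance of the self-degrading MDM2-luciferase fusion protein; higher signal means inhibition of MDM2 E3 ligase activity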
Target sequence (Q00987 whole entry, looked up, the tested form may be a part): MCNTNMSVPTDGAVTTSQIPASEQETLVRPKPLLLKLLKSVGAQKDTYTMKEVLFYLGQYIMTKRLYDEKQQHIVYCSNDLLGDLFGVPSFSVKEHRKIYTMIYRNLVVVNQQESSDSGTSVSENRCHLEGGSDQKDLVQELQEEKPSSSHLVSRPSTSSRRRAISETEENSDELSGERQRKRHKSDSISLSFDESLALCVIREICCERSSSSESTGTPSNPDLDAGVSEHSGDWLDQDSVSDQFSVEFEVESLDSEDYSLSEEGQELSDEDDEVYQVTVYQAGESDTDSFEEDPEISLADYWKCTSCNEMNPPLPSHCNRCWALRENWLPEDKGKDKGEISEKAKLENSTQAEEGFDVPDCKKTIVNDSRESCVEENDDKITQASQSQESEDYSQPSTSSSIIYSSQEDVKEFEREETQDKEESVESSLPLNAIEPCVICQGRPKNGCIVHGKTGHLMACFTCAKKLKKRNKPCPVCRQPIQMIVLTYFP
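Timing – 2 h compound exposure at 37 °C · Assay system – mammalian cells stably expressing self-ubiquitinating, self-degrading MDM2 E3–luciferase fusion · Amount – 2000 cells seeded into each well · Measure – % luminescence enhancement versus blank-corrected plate control mean · Measured by – SteadyLite luminescence, 15 min reagent step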
PERK inh = inhibitors of human PERK kinase; Q9NZJ5; CHO PERK-DD fusion, SEAP luminescence translation reporter; inhibition, % at 5.6 µM; actives 0.17% (n = 220,000); AID 1416;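 active = inhibition above the mean inhibition of all tested compounds plus 3 SD, set separately per screening campaign, cut at about 2.9% in these data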;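 also: PERK kinase domain activated by AP20187 dimerizer at 100 nM; 0% = DMSO with dimerizer and 100% = rapamycin at 8.4 µM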
BaF3 parental = parental Ba/F3 viability inhibition as JAK2V617F counter-screen | actives 1.1% (n = 220,000) | CellTiter-Glo ATP luminescence | inhibition, % at 5.6 µM;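 active = inhibition above a per-campaign cutoff, the mean inhibition of all tested compounds plus 3 SD, cut at about 27% in these data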;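 also: 0% = DMSO wells and 100% = JAK Inhibitor I control wells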
S1P4 antag = blocks the human S1P4 receptor; O95977; S1P4-expressing cells, antagonist mode, reporter read-out; inhibition, % at 4.98 µM; actives 0.26% (n = 220,000); in the data active = inhibition above about 29%;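 also: 0% = wells stimulated with agonist and 100% = vehicle wells without agonist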
Ba/F3 V617F tox = loss of viability in JAK2V617F-driven Ba/F3 cells | actives 1.1% (n = 220,000) | Ba/F3 EpoR-JAK2V617F viability, ATP luminescence | AID 1446 | inhibition, % at 5.6 µM;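 active = inhibition above the campaign mean plus 3 SD over all tested compounds, cut at about 24% in these data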;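 also: cytokine-independent growth of Ba/F3 cells driven by EpoR plus mutant JAK2; 0% = DMSO-treated cells and 100% = JAK inhibitor I control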
NPY-Y2 PAM-ag = potentiates or activates human NPY-Y2 receptor. actives 0.45% (n = 220,000). cells expressing NPY-Y2, potentiator/agonist read-out. P49146. activation, % at 3.6 µM; in the data active = activation above about 27%;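 also: cells stimulated with NPY near EC25 plus isoproterenol at EC100; 0% = vehicle plus submaximal agonist and 100% = vehicle plus saturating agonist; some results beyond the cut were filed as inactive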
Target sequence (P49146 whole entry, looked up): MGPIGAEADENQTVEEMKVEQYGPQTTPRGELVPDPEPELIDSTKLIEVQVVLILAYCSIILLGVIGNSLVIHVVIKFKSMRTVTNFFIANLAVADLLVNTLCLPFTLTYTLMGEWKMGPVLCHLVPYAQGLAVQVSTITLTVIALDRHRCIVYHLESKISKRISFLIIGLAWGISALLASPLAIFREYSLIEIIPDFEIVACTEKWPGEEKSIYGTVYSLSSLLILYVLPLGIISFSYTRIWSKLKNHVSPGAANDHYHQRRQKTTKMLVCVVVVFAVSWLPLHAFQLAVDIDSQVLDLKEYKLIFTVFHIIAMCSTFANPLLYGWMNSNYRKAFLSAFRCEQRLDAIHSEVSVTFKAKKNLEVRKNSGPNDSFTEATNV
S1P4 ag = activates the human S1P4 receptor; activation, % at 4.98 µM; AID 1509; S1P4-expressing cell line, agonist reporter assay; O95977; actives 0.35% (n = 220,000); in the data active = activation above about 11%;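 also: 0% = DMSO vehicle and 100% = reference agonist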
eIF4E 4G PPI = inhibitors of eIF4E and eIF4G interaction in translation initiation | TR-FRET eIF4E-eIF4GI(517-606) binding, 2 h | inhibition, % at 21.7 µM | actives 0.37% (n = 220,000) | AID 782;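 active = inhibition above about 30%, limit read from the data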;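 also: 0% = full FRET control wells and 100% = background wells lacking eIF4GI fragment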
Wee1 stabilizer = blocks degradation of human Wee1 kinase. P30291. HeLa Luc-Wee1K328M stability, luciferase luminescence; 100% = proteasome inhibitor MG132 effect. reporter increase, % at 5 µM. actives 1.2% (n = 220,000);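 active = activation above the mean of all tested compounds plus 3 SD, set per screening run, cut at about 8.8% in these data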;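 also: cells exposed to compound for 20 h before luminescence read; 0% = DMSO alone and 100% = MG132 at 30 µM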
Starred values were filed as active, the others as inactive; . = no result given; [ ] = another dose, or the depositor's remark.

SMILES	Mdm2 ligase inh	PERK inh	BaF3 parental	S1P4 antag	Ba/F3 V617F tox	NPY-Y2 PAM-ag	S1P4 ag	eIF4E 4G PPI	Wee1 stabilizer
COC(=O)CSc1nnc(CNc2nc(-c3ccccc3)cs2)n1C	1	1.3	5	7	3	-6	-4.1	-3	1
N/C(=N\NC(=O)c1cccs1)c1cc2cc(Cl)ccc2oc1=O	.	0.0	-5	-13	0	8	0.1	0	-2
Cc1ccc2cc(/C=C/C(=O)c3ccco3)c(Cl)nc2c1	-16	-1.1	-1	37*	-5	-21	-1.1	3	-2
Cc1nn(CC(=O)OCCOc2ccc(Br)cc2)c(C)c1[N+](=O)[O-]	-14	0.6	-3	-23	-5	-7	0.5	-2	-2
Cc1cnc(C(=O)Nc2cc(S(=O)(=O)N3CCOCC3)ccc2N2CCN(C)CC2)cn1	-46	0.0	5	-16	2	9	-0.1	-6	-2
O=C(CCc1c[nH]c2ccccc12)NC1CC1	-13	-2.0	0	-8	4	-1	0.6	2[fluorescence artefact?]	-1
Oc1ccc(N=Nc2ccc3c(c2)OCCO3)c2ncccc12	-16	-1.0	67*	-6	92*	23	-0.2	2	1
Cc1c(NC=C(C#N)C#N)c(=O)n(-c2ccccc2)n1C	-7	0.8	2	-11	-1	-14	-0.4	1	-2
c1ccc2oc(-c3[nH]ncc3CN(Cc3ccncc3)CC3CCCO3)cc2c1 (stereo not drawn)	-1	-0.1	8	-13	-1	0	1.0	-2	-2
CC(NS(=O)(=O)c1ccc(F)cc1)C(=O)NCc1ccncc1 (stereo not drawn)	-5	1.3	3	1	-2	6	-2.7	-11[fluorescence artefact?]	2
COc1ccc(C2(C(=O)N3CCOCC3)CCOCC2)cc1OC	-11	0.1	-3	10	-5	-4	-1.4	4	-4
Cc1cccc(NC(=O)C2CCN(S(=O)(=O)c3cccs3)CC2)n1	-4	-1.0	1	4	-3	11	-0.6	2	0
CCC(=O)Nc1ccc(C(=O)NNC(=O)c2cc(OC)c(OC)c(OC)c2)cc1	-9	1.5	9	-8	2	-12	-1.4	5	6
N#C/C(=C(/O)c1cc2ccccc2o1)c1nc2ccccc2s1	-17	1.5	-3	7	-5	10	-3.3	-2	1
CCOC(=O)Cn1c(=O)c2c(nc(N3CCOCC3)n2C)n(C)c1=O	.	1.2	6	5	2	12	-0.3	0	-1
CC(=O)c1ccccc1NC(=O)Cn1c(=O)cnc2ccccc21	4	-0.1	-1	-15	-4	13	0.2	5[fluorescence artefact?]	0
CC(C)N(Cc1cnn(C)c1)Cc1nc(-c2ccc(Cl)cc2)no1	-3	0.8	0	-8	2	0	-0.1	0	0
Cc1ccc2cc(CN(CC3CCCO3)C(=O)NC3CCCCC3)c(=O)[nH]c2c1C (stereo not drawn)	-15	-0.6	0	-13	-3	4	-0.8	6	-2
Cc1ccc2[nH]c(-c3cccc(N)c3)cc2c1	-10	-0.3	2	-12	0	18	1.7	6	-3
O=C(CCCCCn1c(=S)[nH]c2cc3c(cc2c1=O)OCO3)N1CCN(C2CCCCC2)CC1	-19	-0.7	4	-1	2	-6	0.2	1	0
Cn1c(SCc2ccc(Cl)cc2)nnc1C1CC1	-11	0.4	6	2	1	6	3.3	1	-2
COc1cccc(-n2nc3c(=O)n(Cc4ccccc4Cl)nc(C)c3c2C)c1	.	0.3	4	-11	1	1	-0.9	9[fluorescence artefact?]	-1
Cc1cc(C)c2c(N)c(S(=O)(=O)Cc3ccccc3)sc2n1	-4	-1.0	2	-13	-2	-13	0.1	-7	-3
Oc1ccc(-c2[nH]ncc2-c2ccc(Cl)cc2)c(O)c1	-17	0.5	6	-23	2	18	0.5	9	0
COCCNC(=S)NN=C1CCCCCC1	-31	0.5	6	13	4	-14	-1.3	0	1
CC(C)c1ccc(NC(=O)NC2CCCCC2)cc1	-23	0.9	-1	-6	-3	8	-1.4	-2	8
NC(=O)[C@@H]1CCNc2c(I)cc([N+](=O)[O-])cc2C(=O)N[C@@H](CCC(=O)O)C(=O)N[C@@H](CO)C(=O)N1	.	0.0	2	-8	6	7	0.4	4	4
Cc1cccc(Cn2c(=O)n(CCCC(=O)NCc3ccco3)c(=O)c3ccccc32)c1	4	-0.7	1	-14	0	3	2.6	0	-1
CCSc1ccc(C(=O)NCC(=O)O)cc1	-12	0.9	-2	-10	-4	3	0.1	3	1
O=C1CC(c2ccc(Cl)cc2)CC(O)=C1C=NCc1ccc(Cl)c(Cl)c1 (stereo not drawn)	-8	1.0	1	12	-3	-15	-1.3	-12	-2

Another view of part of the listing above.
O=C(CCCCCn1c(=S)[nH]c2cc3c(cc2c1=O)OCO3)N1CCN(C2CCCCC2)CC1
  Mdm2 ligase inh = -19
  PERK inh = -0.7
  BaF3 parental = 4
  S1P4 antag = -1
  Ba/F3 V617F tox = 2
  NPY-Y2 PAM-ag = -6
  S1P4 ag = 0.2
  eIF4E 4G PPI = 1
  Wee1 stabilizer = 0
Cc1c(NC=C(C#N)C#N)c(=O)n(-c2ccccc2)n1C
  Mdm2 ligase inh = -7
  PERK inh = 0.8
  BaF3 parental = 2
  S1P4 antag = -11
  Ba/F3 V617F tox = -1
  NPY-Y2 PAM-ag = -14
  S1P4 ag = -0.4
  eIF4E 4G PPI = 1
  Wee1 stabilizer = -2
CC(NS(=O)(=O)c1ccc(F)cc1)C(=O)NCc1ccncc1 (stereo not drawn)
  Mdm2 ligase inh = -5
  PERK inh = 1.3
  BaF3 parental = 3
  S1P4 antag = 1
  Ba/F3 V617F tox = -2
  NPY-Y2 PAM-ag = 6
  S1P4 ag = -2.7
  eIF4E 4G PPI = -11[fluorescence artefact?]
  Wee1 stabilizer = 2
COc1cccc(-n2nc3c(=O)n(Cc4ccccc4Cl)nc(C)c3c2C)c1
  Mdm2 ligase inh = .
  PERK inh = 0.3
  BaF3 parental = 4
  S1P4 antag = -11
  Ba/F3 V617F tox = 1
  NPY-Y2 PAM-ag = 1
  S1P4 ag = -0.9
  eIF4E 4G PPI = 9[fluorescence artefact?]
  Wee1 stabilizer = -1

Remaining list, next part.
SMILES	Mdm2 ligase inh	PERK inh	BaF3 parental	S1P4 antag	Ba/F3 V617F tox	NPY-Y2 PAM-ag	S1P4 ag	eIF4E 4G PPI	Wee1 stabilizer
Cc1nc2ccccn2c1C(=O)N/N=C/c1cc(C)n(-c2ccc(Cl)cc2)c1C	3	-0.7	-1	5	-8	-2	1.3	-3[fluorescence artefact?]	-2
COc1cc(NC(=O)Cc2cccs2)c(C(=O)O)cc1OC	-4	1.9	3	-6	-1	-15	2.3	2	0
NC(=S)Nc1cc2ccccc2c2ccccc12	0	1.1	5	-8	3	2	0.8	11	1
CCC(=O)Nc1nnc(Sc2ccc(N(C)C)cc2)s1	-2	0.8	-2	-5	-4	-5	-2.4	-2	-1
O=C1C2ON(c3ccccc3)C(c3cccnc3)C2C(=O)N1c1ccccc1 (stereo not drawn)	-8	-0.2	6	-23	-1	-1	0.4	-4[fluorescence artefact?]	2
CCc1nc(N2CCOCC2)c(C#N)c2c1CCCC2	-23	-0.8	0	0	-4	-7	-0.8	6	4
CCCn1nc2cc(C(=O)NCc3ccccc3OC)ccc2c1OCC	-1	-0.8	1	2	-1	-16	0.8	6[fluorescence artefact?]	0
CC1(C)C2CCC1(CS(=O)(=O)N1CCCc3ccccc31)C(=O)C2 (stereo not drawn)	-16	-0.2	0	-10	-3	-12	10	-6[fluorescence artefact?]	0
CCOC(=O)C1(Cc2cccc(OC)c2)CCN(C(C)COC)CC1 (stereo not drawn)	-6	0.7	0	-4	1	-12	-0.2	-1	0
COc1ccccc1N1CC(C(=O)OC(C)C(=O)N2CCCc3ccccc32)CC1=O (stereo not drawn)	-6	-0.8	1	2	2	-1	1.3	-3[fluorescence artefact?]	-1
O=C(O)c1cc(-c2ccccc2)on1	0	0.2	7	-22	4	-10	1.2	-3[fluorescence artefact?]	-2
CC1CCCN(C(=O)c2ccc3nc[nH]c3c2)C1 (stereo not drawn)	-14	-0.2	-4	-1	-3	-2	-1.7	-5	0
Cc1ccc(-n2nc(C(=O)O)cc2-c2ccccc2)cc1	-18	2.5	4	-16	-3	-20	1.4	-3	-1
COc1cc(NC(=O)COc2ccc(F)cc2)nc(OC)n1	-8	0.3	0	-10	-2	1	-1.3	-5	3
Cc1cccc(-n2ncc3c(N4CC(C)CC(C)C4)ncnc32)c1 (stereo not drawn)	-11	0.7	7	-10	-2	-15	2.1	-1	3
CN(Cc1ccccc1)C1=CC(=[N+]2CCCCC2)CC(C)(C)C1	.	0.3	79*	-5	98*	-20	0.7	4	-1
C=CCSc1nnc(CNC(=O)c2ccc(Cl)cc2)n1CC	-6	0.7	2	0	2	-22	0.1	4	3
CCCCn1c(SCC(=O)NC(C)(C)C)nnc1-c1ccco1	-14	-0.1	5	-3	0	4	-0.5	3[fluorescence artefact?]	-1
O=S(=O)(NCc1cccnc1)c1ccc2c(c1)OCCO2	1	0.2	4	-10	1	1	1.1	-2	-1
Cc1cc(C)c2c(=O)c3c(oc2c1)C(=O)N(CCO)C3c1cccc(O)c1 (stereo not drawn)	13	-0.3	3	-4	0	9	0.3	4	-2

Another view of 3 compounds above:
> Cc1ccc(-n2nc(C(=O)O)cc2-c2ccccc2)cc1
- Mdm2 ligase inh = -18
- PERK inh = 2.5
- BaF3 parental = 4
- S1P4 antag = -16
- Ba/F3 V617F tox = -3
- NPY-Y2 PAM-ag = -20
- S1P4 ag = 1.4
- eIF4E 4G PPI = -3
- Wee1 stabilizer = -1

> COc1cc(NC(=O)COc2ccc(F)cc2)nc(OC)n1
- Mdm2 ligase inh = -8
- PERK inh = 0.3
- BaF3 parental = 0
- S1P4 antag = -10
- Ba/F3 V617F tox = -2
- NPY-Y2 PAM-ag = 1
- S1P4 ag = -1.3
- eIF4E 4G PPI = -5
- Wee1 stabilizer = 3

> Cc1cccc(-n2ncc3c(N4CC(C)CC(C)C4)ncnc32)c1 (stereo not drawn)
- Mdm2 ligase inh = -11
- PERK inh = 0.7
- BaF3 parental = 7
- S1P4 antag = -10
- Ba/F3 V617F tox = -2
- NPY-Y2 PAM-ag = -15
- S1P4 ag = 2.1
- eIF4E 4G PPI = -1
- Wee1 stabilizer = 3

Next section:
SMILES	Mdm2 ligase inh	PERK inh	BaF3 parental	S1P4 antag	Ba/F3 V617F tox	NPY-Y2 PAM-ag	S1P4 ag	eIF4E 4G PPI	Wee1 stabilizer
CCN(CC)S(=O)(=O)c1ccc(NC(=O)c2cc(C(=O)OC)cc([N+](=O)[O-])c2)cc1	-11	0.1	0	-2	-6	-2	2.4	33*	0
CC(OC(=O)COc1ccccc1[N+](=O)[O-])C(=O)Nc1ccc(N2CCOCC2)cc1 (stereo not drawn)	-10	0.0	4	-1	4	-9	-0.6	-1	-2
CCOC(=O)N1CCN(C(=O)C2CCN(S(=O)(=O)c3c(C)cc(C)cc3C)CC2)CC1	-16	-0.9	8	-10	1	2	-1.5	1	-1
O=C(CSc1ccc2c(c1)OCCO2)NCCc1ccc(Cl)cc1Cl	-12	-0.1	8	4	6	-21	-3.0	-10	6
CCOC(=O)/C(=C/c1ccc(OC(=O)c2ccncc2)cc1)C(C)=O	-14	-0.5	4	0	3	-3	-0.8	-2	-4

Compound activity from PubChem.
